KCNQ1 pot: human KCNQ1 channel potentiation or activation. AID 2648. B-score at 10 µM. P51787. CHO-K1 KCNQ1, thallium flux FluxOR fluorescence; stronger effect = higher value. 310,000 tested, 0.35% active;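 active = fluorescence ratio B-score, a plate-corrected score, at least three library SD, with initial intensity B-score within 5 SD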
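Medium – assay buffer, equal DMSO in all wells · Material – CHO-K1 cell line with stable KCNQ1 potassium channel expression · Signal – kinetic FluxOR thallium fluorescence, 10-s 1-Hz baseline, 110-s post-stimulus read · Compound – single concentration per compound, DMSO matched to controls · Schedule – 37 °C overnight plating, 90-min dark dye load, 20-min compound pretreatment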
KCNK3 inh: human KCNK3 channel inhibition, primary screen | CHO-KCNK3 thallium flux, FluxOR fluorescence; stronger effect = lower value | B-score at 10 µM | 340,000 tested, 0.84% active | AID 602410;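 active = B-score under library mean minus 4 SD, starting fluorescence ratio at most library mean plus 5 SD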;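 also: more negative B-score means stronger inhibition of thallium flux through KCNK3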
TMEM16A inh: inhibitors of mouse TMEM16A calcium-activated chloride channel; HEK293 TMEM16A/YFP iodide influx fluorescence, ionomycin; 310,000 tested, 1.2% active; normalized B-score (activity score, 25-100; higher = stronger inhibition) at 10 µM;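 active = ratio plate-corrected score three or more library SD toward inhibition, starting fluorescence score within five deviations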;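 also: score derived from kinetic fluorescence span divided by baseline fluorescence per well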
Target sequence (Q8BHY3 whole entry, looked up): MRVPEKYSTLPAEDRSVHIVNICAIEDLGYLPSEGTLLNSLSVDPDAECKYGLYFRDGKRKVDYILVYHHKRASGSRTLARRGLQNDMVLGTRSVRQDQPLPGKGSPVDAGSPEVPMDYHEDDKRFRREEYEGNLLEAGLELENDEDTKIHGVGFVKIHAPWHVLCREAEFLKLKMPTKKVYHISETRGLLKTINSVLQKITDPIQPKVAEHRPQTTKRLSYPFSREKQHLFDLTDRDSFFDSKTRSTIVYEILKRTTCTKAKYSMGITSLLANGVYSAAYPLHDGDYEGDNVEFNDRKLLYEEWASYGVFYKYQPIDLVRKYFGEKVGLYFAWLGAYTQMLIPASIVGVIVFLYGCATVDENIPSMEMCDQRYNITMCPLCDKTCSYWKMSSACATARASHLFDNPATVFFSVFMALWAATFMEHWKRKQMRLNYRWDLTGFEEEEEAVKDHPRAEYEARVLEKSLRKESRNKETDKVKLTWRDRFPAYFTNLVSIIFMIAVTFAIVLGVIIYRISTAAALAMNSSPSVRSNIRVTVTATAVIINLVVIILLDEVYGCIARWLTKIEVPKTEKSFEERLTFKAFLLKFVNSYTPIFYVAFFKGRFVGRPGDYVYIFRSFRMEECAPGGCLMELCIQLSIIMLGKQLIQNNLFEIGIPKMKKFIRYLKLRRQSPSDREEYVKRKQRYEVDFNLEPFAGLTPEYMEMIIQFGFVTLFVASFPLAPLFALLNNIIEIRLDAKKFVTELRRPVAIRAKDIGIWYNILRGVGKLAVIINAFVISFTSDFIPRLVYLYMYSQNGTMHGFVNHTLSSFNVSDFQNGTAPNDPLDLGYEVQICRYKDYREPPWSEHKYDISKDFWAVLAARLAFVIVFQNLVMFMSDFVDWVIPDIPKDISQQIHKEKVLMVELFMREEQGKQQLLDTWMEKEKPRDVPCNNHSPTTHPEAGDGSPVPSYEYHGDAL
TRPC4 agonist: TRPC4 (mouse) channel activation; Q9QUQ5; HEK293 TRPC4beta/mu-opioid, Fluo4 calcium fluorescence; stronger effect = higher value; AID 2237; 310,000 tested, 0.49% active; B-score at 10 µM;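 active = B-score above 5 SD of library B-scores, and initial fluorescence ratio not above library mean plus 5 SD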;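 also: positive B-score marks a calcium rise read as TRPC4 activation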
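Assay system – TRPC4beta and mu-opioid receptor HEK293 stable cells · Measured by – Fluo4 fluorescence, kinetic · Schedule – dye loading 45 min room temperature, 110 s kinetic read · Read-out – B-scored integrated calcium fluorescence ratio · Controls – buffer and maximal DAMGO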
hERG protect: hERG (human) protection from proarrhythmic block; Q12809; CHO-hERG, FluxOR thallium flux, dofetilide IC70 present; activation (rescue from dofetilide block), less the hit threshold, % at 10 µM; 310,000 tested, 0.51% active; AID 1511;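 active = activation above the mean of controls blocked by dofetilide plus 5 SD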;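 also: thallium influx through hERG after potassium depolarization seen as dye fluorescence rise; in these data hits start at about 4.7%; inactives centre near -7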
HDAC3 inhib: human HDAC3 inhibition. O15379. recombinant HDAC3, fluorogenic peptide/trypsin coupled, fluorescence. inhibition, % at 8.3 µM. 320,000 tested, 0.15% active; in the data active = inhibition above about 26%, passing the limit was not always enough
Dyrk1A ADPGlo: blocks rat Dyrk1A kinase activity; Q63470; ADP-Glo luminescence, NFATc1 peptide; inhibition, % at 12.5 µM; 310,000 tested, 0.43% active; AID 504441; in the data active = inhibition above about 50%;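 also: plate controls were vehicle with enzyme for no effect and no enzyme for full effect; many of its hits are not listed in these tables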
KCNK9 block: blocks the human KCNK9 two-pore domain potassium channel; Q9NPC2; HEK293 KCNK9, FluxOR thallium flux fluorescence; stronger effect = lower value; B-score at 10 µM; 310,000 tested, 1.2% active;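 active = ratio B-score over 3 SD below the library mean, with starting fluorescence within 5 SD of its mean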;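 also: negative B-score means less thallium flux so channel inhibition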
ANO1 activ: activators or potentiators of mouse TMEM16A chloride channel; Q8BHY3; HEK293 TMEM16A/YFP-H148Q/I152L, iodide quench fluorescence; stronger effect = lower value; B-score at 10 µM; 340,000 tested, 0.3% active;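 active = fluorescence-ratio B-score plate-corrected deviation score at least 3 library SD below zero, with starting fluorescence score within 5 deviations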;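 also: channel opened by trigger with iodide after compound preincubation; score built on the fluorescence ratio of max minus min over baseline; more negative score means more quench and so TMEM16A activation or potentiation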
KCNQ1 block: inhibitors of human KCNQ1 potassium channel | P51787 | CHO-K1 KCNQ1, FluxOR thallium flux fluorescence; stronger effect = higher value | B-score at 10 µM | 310,000 tested, 1.3% active | AID 2642;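 active = compounds whose thallium flux B-score, printed positive for inhibition, exceeds three library SD while starting fluorescence stays within three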;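 also: channel opened by potassium depolarization with thallium stimulus after 20 min compound exposure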
TRPC4 potent: allosterically enhances the mouse TRPC4 cation channel; Q9QUQ5; HEK293 TRPC4beta/mu-opioid, DAMGO EC20, Fluo-4 Ca2+ flux; stronger effect = higher value; B-score at 10 µM; 310,000 tested, 0.42% active; AID 2227;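 active = B-score of calcium response area above 5 SD of library B-scores, with initial fluorescence ratio within 5 SD of library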;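 also: B-score of integrated fluorescence ratio over time as area under calcium response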
An asterisk follows results filed as active; i = inactive; nt = not tested or not shown.

SMILES	KCNQ1 pot	KCNK3 inh	TMEM16A inh	TRPC4 agonist	hERG protect	HDAC3 inhib	Dyrk1A ADPGlo	KCNK9 block	ANO1 activ	KCNQ1 block	TRPC4 potent
CC1CC(C)CN(S(=O)(=O)c2ccc3c(c2)C(C)(C)C(=O)N3C)C1 (stereo not given)	i	i	i	i	-7	4	-1	i	i	i	i
O=c1c(/C=N/OCc2ccc(Cl)cc2Cl)c[nH]n1-c1cccc(Cl)n1	i	i	25*	i	-3	0	1	i	i	7*	i
O=c1[nH]c2ccc(S(=O)(=O)Nc3ccc(Br)cc3)cc2[nH]1	i	i	i	i	-11	1	2	i	i	i	i
CCOc1cc(C2CC(=O)c3c(ccc4ccccc34)N2)ccc1O (stereo not given)	i	i	i	i	-1	-1	0	i	i	i	i
Cc1ccc(C)c(N2CCN(C(=O)C(Cc3ccccc3)n3cccc3)CC2)c1 (stereo not given)	i	i	i	i	-13	-1	-4	-13*	i	14*	i
Cc1cc(C(=O)NCCCN2CCCC2=O)no1	i	i	i	i	-4	-1	4	i	i	i	i
Cc1ccc(CNS(=O)(=O)c2ccc3c(c2)NC(=O)CO3)cc1	i	i	i	i	-8	2	1	i	i	i	i
Cc1cc(C(=O)N2CCN(c3ccc(F)cc3)CC2)on1	i	i	i	i	-6	-9	2	i	i	i	i
CCOc1ccccc1N(CC(=O)Nc1ccc(S(=O)(=O)N2CCOCC2)cc1)S(=O)(=O)c1ccccc1	i	i	i	i	-4	-1	5	i	i	i	i
N/C(=N\OC(=O)c1ccc2c(c1)OCO2)c1ccc(Br)cc1	i	i	i	i	-5	-4	1	i	i	i	i
COc1ccc(N2C(=O)C(CC(=O)Nc3ccc(F)cc3)N(CCc3cccs3)C2=O)cc1 (stereo not given)	i	i	i	i	-9	-1	-3	i	i	i	i
O=C(CCN1C(=O)S/C(=C\c2ccc(F)cc2)C1=O)Nc1ccc(O)cc1C(=O)O	i	i	i	i	-2	9	nt	i	i	i	i

Some of the entries so far, with each value named.
Cc1cc(C(=O)NCCCN2CCCC2=O)no1
  KCNQ1 pot: i; KCNK3 inh: i; TMEM16A inh: i; TRPC4 agonist: i; hERG protect: -4; HDAC3 inhib: -1; Dyrk1A ADPGlo: 4; KCNK9 block: i; ANO1 activ: i; KCNQ1 block: i; TRPC4 potent: i

Cc1ccc(CNS(=O)(=O)c2ccc3c(c2)NC(=O)CO3)cc1
  KCNQ1 pot: i; KCNK3 inh: i; TMEM16A inh: i; TRPC4 agonist: i; hERG protect: -8; HDAC3 inhib: 2; Dyrk1A ADPGlo: 1; KCNK9 block: i; ANO1 activ: i; KCNQ1 block: i; TRPC4 potent: i

Cc1cc(C(=O)N2CCN(c3ccc(F)cc3)CC2)on1
  KCNQ1 pot: i; KCNK3 inh: i; TMEM16A inh: i; TRPC4 agonist: i; hERG protect: -6; HDAC3 inhib: -9; Dyrk1A ADPGlo: 2; KCNK9 block: i; ANO1 activ: i; KCNQ1 block: i; TRPC4 potent: i

More structures follow.
SMILES	KCNQ1 pot	KCNK3 inh	TMEM16A inh	TRPC4 agonist	hERG protect	HDAC3 inhib	Dyrk1A ADPGlo	KCNK9 block	ANO1 activ	KCNQ1 block	TRPC4 potent
CCN1CCN(C(c2cccs2)C(C)NC(=O)CC(C)C)CC1 (stereo not given)	i	i	i	i	-8	-7	1	i	i	i	i
O=C(CSc1nc2ccsc2c(=O)n1Cc1ccccc1)NCC1CCCO1 (stereo not given)	i	i	i	i	-12	3	1	i	i	i	i
CC1(C)Cc2nc(-c3ccccc3)nc(SCC(=O)N3CCCC3)c2CO1	i	i	i	i	-10	3	-10	i	i	i	i
N#CC1(P(=O)(c2ccccc2)c2ccccc2)CCCC1	i	i	i	i	-4	-2	-1	i	i	i	i
C/C(=N\NC(=O)C(O)c1ccccc1)c1cccnc1 (stereo not given)	i	i	i	i	-4	-1	-2	i	i	i	i
COc1ccc(-n2ncc3c(=O)n(CC(=O)Nc4ccc(S(=O)(=O)N5CCOCC5)cc4)cnc32)cc1	i	i	i	i	-7	2	-2	i	i	i	i
COc1ccc(/C=C2/SC(=O)N(CC(=O)Nc3cc(C)on3)C2=O)cc1OC	i	i	i	i	-7	2	0	i	i	i	i
COc1ccc(NC(=O)C(CC(C)C)NC(=O)c2ccccc2C)cn1 (stereo not given)	i	i	i	i	-2	0	5	i	i	i	i
Cn1c(CO)nc2c3ccccc3ccc21	i	i	i	i	-7	-7	4	i	i	i	i
Cn1c(N2CCC(C(N)=O)CC2)nc2c1c(=O)n(Cc1ccc(Cl)cc1)c(=O)n2C	i	i	i	i	-7	1	0	i	i	i	i
O=C(NCCCN1CCOCC1)Nc1ccc(Cc2ccc(NC(=O)NCCCN3CCOCC3)cc2)cc1	i	i	i	i	-1	0	-6	i	i	i	i
CCN(CC)C(=O)c1ccc2c(=O)n(Cc3ccc4c(c3)OCO4)c(=S)[nH]c2c1	i	i	i	i	2	1	10	i	i	i	i
COc1ccc2[nH]c(=O)c(CN(CCO)C(=O)c3ccccc3F)cc2c1	i	i	i	i	-4	-3	0	i	i	i	i
N#Cc1cccc(NCC(=O)Nc2ccc3c(c2)OCCO3)c1	i	i	i	i	-12	5	-3	i	i	i	i
COc1ccc(C(=O)CCC(=O)NCc2cc(OC)cc(OC)c2)cc1	i	i	i	i	-5	7	-7	i	i	i	i
Cc1ccc(OCCNC(=O)c2ccccc2N)cc1	i	i	i	i	-4	-9	12	i	i	i	i
Cc1ccc(S(=O)(=O)CCC(=O)OCc2nc(N)nc(Nc3ccccc3C)n2)cc1	i	i	i	i	-17	-9	9	i	i	i	i
Cc1cc(C(=O)COC(=O)c2ccc(N)cc2)c(C)n1-c1c(C)n(C)n(-c2ccccc2)c1=O	i	i	i	i	-8	4	-2	i	i	i	i
O=C(CSc1nc2ccccc2c(=O)n1-c1ccccc1)N1CCCC1	i	i	i	i	-5	2	3	i	i	i	i
Cc1ccc(N2C(=O)N3[C@H](c4ccc(F)cc4)[C@@H]4C(=O)N(C5CCCCC5)C(=O)[C@@H]4[C@]3(Cc3ccccc3)C2=O)cc1	i	i	i	i	-5	-7	4	i	i	i	i
Cc1ccc2c(CN3CCN(Cc4ccccc4)CC3)cc(=O)oc2c1C	i	i	i	i	-7	0	-3	i	i	i	i
CCCCC(NC(C)=O)c1nc2ccccc2[nH]1 (stereo not given)	i	i	i	i	-7	nt	8	i	i	i	i
Cc1cccc(CC(=O)N2CCN=C2SCc2ccc([N+](=O)[O-])cc2)c1	i	i	i	i	-4	2	-2	i	i	i	i
Cc1cccc(NC(=O)CSc2ncnc3nc[nH]c23)c1	i	i	i	i	-5	-5	-3	i	i	i	i
CCN(C(=O)COC(=O)Cc1c[nH]c2ccccc12)c1c(N)n(Cc2ccccc2)c(=O)[nH]c1=O	i	i	i	i	-7	nt	-6	i	i	i	i
O=c1ccc(-c2nc3ccccc3n2Cc2ccccc2Cl)c[nH]1	i	i	i	i	-3	-5	-3	i	i	i	i
Cc1sc(C(=O)NCc2cccnc2)c2nc(C)n(CC(=O)NCc3cccnc3)c(=O)c12	i	i	i	i	-10	-3	0	i	i	i	i
Cc1cc(C(=O)N/N=C/c2ccc(-c3ccccc3Cl)o2)n[nH]1	i	i	i	i	-2	14	3	i	i	i	i
COc1ccc(-c2c(C#N)c(N)nc3c2c(=O)n(C)c(=O)n3C)cc1	i	i	i	i	-3	-3	3	i	i	i	i
COC(=O)CCCCCc1ccc(C(C)=O)s1	i	i	i	i	-3	-4	-2	i	i	i	i
CCN(C(=O)CN1CC(C)OC(C)C1)c1c(N)n(Cc2ccccc2)c(=O)[nH]c1=O (stereo not given)	i	i	i	i	-6	0	2	i	i	i	i
O=S(=O)(c1ccc(Br)cc1)N1CCN(c2ccccc2)CC1	i	i	i	i	1	-1	-3	i	i	i	i
COc1ccc(-c2cn[nH]c2N)c(OC)c1	i	i	i	i	-9	9	-2	i	i	i	i
COc1ccc(CC(=O)Nc2ccc(-c3cn4ccccc4n3)cc2)cc1OC	i	i	i	i	-4	-1	7	i	i	i	i
COc1ccc(-c2ccc(CCC(=O)O)n2Cc2ccco2)cc1	i	i	i	i	-9	0	0	i	i	i	i
COC(=O)c1cccc(Nc2c3c(nc4ccccc24)CCC3)c1	i	i	nt	i	-6	nt	5	i	i	i	i
COc1ccc2c(c1)oc(=O)c1cc(OC)ccc12	i	i	i	i	-7	-1	22	i	i	i	i
O=C(Nc1ccc(F)cc1F)c1cc2n(n1)C(C(F)(F)F)C1CCCCC1N2 (stereo not given)	i	i	i	i	-6	1	-3	i	i	i	i
Cc1ccc(N2C(=S)NC3c4ccccc4OC2(C)C3C(=O)N(C)C)cc1 (stereo not given)	i	i	i	i	-21	0	6	i	i	i	i
CC(=O)COC(=O)CCc1nc2ccccc2[nH]c1=O	i	i	i	i	-12	3	0	i	i	i	i
O=c1cnc(-c2ccc(Cl)cc2)cn1O	i	i	i	i	-4	-1	11	i	i	i	i
Cc1nn2c(C)nc3sc4c(c3c2nc1=O)CC(C)(C)OC4	i	i	i	i	-5	-3	-6	i	i	i	i
COc1ccccc1CNS(=O)(=O)c1ccc(Br)s1	i	i	i	i	-8	4	nt	i	i	i	i
COc1cc(NC(=O)CSc2ccc(-c3cccnc3)nn2)cc(OC)c1	i	i	i	i	-9	-2	-5	i	i	i	i
O=C1/C(=C/c2cccs2)NC(=S)N1C1CC1	i	i	i	i	-9	4	-1	i	i	i	i
COc1cccc(OC)c1C(=O)NC(=S)Nc1ccc2oc(-c3ccncc3)nc2c1	i	i	i	i	-5	-3	-2	i	i	i	i
CCCn1nc(NC(=O)C2CCCO2)c2cc3cc(C)ccc3nc21 (stereo not given)	i	i	i	i	-13	-4	-5	i	i	i	i
CC(=O)c1c(C)[nH]c(C(=O)NC2CCSc3ccccc32)c1C (stereo not given)	i	i	i	i	-12	-5	3	i	i	i	i
CSCC[C@H](NC(=O)NCc1ccccc1F)C(=O)O	i	i	i	i	-2	-8	10	i	i	i	i
O=C1NC(=S)S/C1=C\c1ccc2ccccc2c1	49*	i	i	i	36*	-1	7	i	i	i	i
CCN1CCCC1CNC(=O)c1cc(N)ccc1OC (stereo not given)	i	i	i	i	-6	-3	nt	i	i	i	i
O=C(COc1ccc(Br)cc1Cl)NC(=O)NCc1ccccc1	i	i	i	i	-4	-6	-2	i	i	i	i
COc1ccccc1CNC(=O)C(Cc1c[nH]c2ccccc12)NC(=O)OCc1ccccc1 (stereo not given)	i	i	i	i	-9	3	3	i	i	i	i

Source: PubChem BioAssay (several laboratories)

Not all compounds are listed; count on the stated rates, not on these rows.
